Assay outcomes: PubChem, several laboratories
IEC-6 tox = cytotoxicity in IEC-6 intestinal epithelial cells, primary screen, cytotoxicity control for KLF5 inhibitor project, cell-based, luminescence | IEC-6 cytotoxicity, luminescence viability | inhibition, % at 5 µM | actives 0.78% (n = 290,000); in the data active = inhibition above about 22%;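 also: 0% = plate median of test compound wells and 100% = cytotoxic reference compound wells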
HSP90 inh = HSP90 inhibitors, primary screen, cell lysate, luminescence | Rabbit reticulocyte lysate, luciferase refolding luminescence, 3 h | AID 1789, 2009 | Heat shock protein HSP 90 (rabbit reticulocyte lysate; luciferase refolding) | actives 0.91% (n = 290,000) | inhibition, % at 5.6 µM;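 active = inhibition above the screen-wide mean plus 3 SD, computed separately per campaign, cut at about 16% in these data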;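 also: 0% = DMSO wells and 100% = 60 µM geldanamycin wells; inhibitors lower the luminescence because luciferase stays unfolded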
GSK3 alpha inh = blockers of GSK3A enzyme activity – biochemical, luminescence, cell-free homogeneous, HTS, primary screen. Glycogen synthase kinase-3 alpha (Homo sapiens), P49840. GSK-3 alpha kinase, ADP-Glo luminescence, 60 min. inhibition, % at 10 µM. actives 0.1% (n = 320,000). AID 2650, 2010;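 in the data active = inhibition above about 50%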;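 also: GST-tagged GSK-3 alpha with peptide substrate and 25 µM ATP; 0% = DMSO neutral wells and 100% = GW8510 positive control wells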
Target sequence (P49840 whole entry, looked up): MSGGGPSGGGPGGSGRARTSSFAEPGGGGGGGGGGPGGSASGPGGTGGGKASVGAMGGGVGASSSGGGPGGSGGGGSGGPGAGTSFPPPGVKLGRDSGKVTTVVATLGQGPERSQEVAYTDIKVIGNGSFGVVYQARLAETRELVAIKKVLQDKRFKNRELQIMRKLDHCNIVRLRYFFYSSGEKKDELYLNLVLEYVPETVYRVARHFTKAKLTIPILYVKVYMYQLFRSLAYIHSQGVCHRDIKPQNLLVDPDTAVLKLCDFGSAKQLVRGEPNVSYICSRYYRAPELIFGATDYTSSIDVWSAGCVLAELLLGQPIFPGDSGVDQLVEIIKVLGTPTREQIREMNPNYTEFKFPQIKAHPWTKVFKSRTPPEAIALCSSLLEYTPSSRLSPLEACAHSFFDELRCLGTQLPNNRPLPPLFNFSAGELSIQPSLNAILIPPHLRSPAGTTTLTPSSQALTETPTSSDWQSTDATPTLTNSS
KLF5 inhibitor = KLF5 expression inhibitors, primary screen, DLD-1 cells, luminescence; DLD-1 KLF5 promoter-luciferase reporter; inhibition, % at 5 µM; actives 0.23% (n = 290,000);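 active = inhibition above a per-plate limit of that plate's mean compound inhibition plus 3 SD, cut at about 60% in these data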;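 also: 0% = DMSO wells and 100% = LY294002 at 200 µM; higher means less KLF5 promoter-driven luciferase light; inactives centre near -14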
GSK3B inh = human GSK3beta kinase inhibitors, primary screen, biochemical, cell-free homogeneous, HTS. actives 0.038% (n = 300,000). activity score (negative = inhibition), % at 10 µM. Glycogen synthase kinase-3 beta (Homo sapiens), P49841. AID 2097, 2009. GST-GSK3beta kinase, ADP-Glo luminescence, 60 min; active compounds read low;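 active = more than half of replicate wells score below -50%, meaning over 50% inhibition versus plate controls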;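 also: 0% = median DMSO wells and -100% = median GW8510 positive control wells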
Target sequence (P49841 whole entry, looked up): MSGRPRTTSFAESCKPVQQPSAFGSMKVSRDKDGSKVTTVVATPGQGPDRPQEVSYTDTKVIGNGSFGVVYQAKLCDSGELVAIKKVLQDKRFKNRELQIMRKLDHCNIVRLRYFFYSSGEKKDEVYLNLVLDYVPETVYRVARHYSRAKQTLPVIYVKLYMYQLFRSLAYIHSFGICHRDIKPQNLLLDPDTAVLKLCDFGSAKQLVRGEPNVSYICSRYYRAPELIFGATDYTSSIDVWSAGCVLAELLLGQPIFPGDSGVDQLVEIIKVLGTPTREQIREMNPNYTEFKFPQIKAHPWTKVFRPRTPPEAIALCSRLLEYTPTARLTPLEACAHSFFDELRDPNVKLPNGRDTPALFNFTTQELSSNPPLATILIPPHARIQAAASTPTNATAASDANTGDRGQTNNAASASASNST
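Test system: GST-fused GSK3beta enzyme, cell-free | Quantity: 1.6 ng GST-GSK3beta enzyme per well | Reagent: 25 µM ATP with peptide substrate | Schedule: 60 min enzyme reaction, room temperature | Signal: Luminescent ADP-Glo measurement of ADP formed | Read-out basis: Score relative to plate controls | Control set: DMSO and 20 µM GW8510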
AI-2 QS modul = Vibrio harveyi AI-2 quorum sensing modulators, primary screen, JMH597 strain, luminescence/OD600 ratio | actives 0.4% (n = 300,000) | Vibrio harveyi JMH597 AI-2 luminescence/OD600 ratio, 9 h; active compounds read low; strain lacks LuxN and CqsS sensors; 0 = neutral-control median | activity change, % at 7.5 µM; in the data active = activity change below about -75%, passing the limit was not always enough;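 also: luminescence divided by OD600 gain over 9 h not by final OD600 alone; inactives centre near 13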
HSF-1 act = HSF-1 activators, primary screen, NIH3T3-HGL cells, MG132 stress, luminescence, single point | NIH3T3-HGL HSF-1 luciferase reporter, 8 h; 100% = twice DMSO control signal | activation, % at 9 µM | actives 1.7% (n = 300,000) | AID 504408, 2011;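 active = mean replicate activation of at least 50% with a set share of replicates each reaching 50%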;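 also: 0% = median of the neutral control wells and 100% = twice that signal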
aSyn 5UTR inh = MLPCN primary screen, SNCA 5' untranslated region; alpha-synuclein 5'UTR reporter, inhibitor activity; inhibition, % (tested at 7.5 µM); actives 0.82% (n = 300,000); AID 1813, 2009; in the data active = inhibition above about 60%;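 also: H4 neuroglioblastoma cells stably carrying SNCA 5'UTR luciferase fusion; 0% = DMSO wells and 100% = positive control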
HSF1 inhib = HSF1 inhibitors in luciferase reporter cells, primary screen, cell-based, NIH3T3, luminescence. NIH3T3-HGL HSE-luciferase, MG132-induced, luminescence 8 h; active compounds read low. activity change, negative = inhibition, % at 7.5 µM (by protocol). actives 0.77% (n = 300,000);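 active = more than half of replicate wells show activity change below -50%, luminescence cut by over half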;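 also: luciferase reports HSF-1 transcriptional activity via heat shock element; 0% = median of DMSO wells and -100% = zero luminescence signal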
PolyA inhibitor = polyadenylation inhibitors in yeast reporter cells, primary screen, luminescence, S. cerevisiae | calls only at 12 µM | S. cerevisiae SKY197-pL101 polyadenylation reporter, beta-gal luminescence; efflux-impaired pdr1/pdr3 knockout yeast; score 100 = 6 SD above DMSO | actives 0.02% (n = 300,000) | AID 1875, 2009;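 active = lowest replicate activity score at least 50, where 100 means six control SD above control mean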;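 also: yeast exposed to compound for 9 h at 30 °C; higher score means more reporter readthrough which indicates perturbed polyadenylation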
Active calls of the source: *; i = inactive; . = not tested or not shown. A portion of the library; the hit share may differ from the screen's.

| structure | IEC-6 tox | HSP90 inh | GSK3 alpha inh | KLF5 inhibitor | GSK3B inh | AI-2 QS modul | HSF-1 act | aSyn 5UTR inh | HSF1 inhib | PolyA inhibitor |
| --- | --- | --- | --- | --- | --- | --- | --- | --- | --- | --- |
| CC(=O)N(CC(C)(C)CC=C(C)C)c1ccccc1 | -4 | -3 | -2 | 15 | 1 | 22 | 2 | 7 | 4 | i |
| Fc1ccc(-n2cc(CNCCc3cccnc3)c(-c3ccccc3Cl)n2)cc1 | 3 | 0 | 2 | 13 | 5 | 10 | 16 | -1 | -3 | i |
| CCN(CC)C(=O)CSc1nc(COc2ccccc2)nc2ccccc12 | -7 | -2 | -1 | -15 | -3 | 3 | -3 | 12 | 5 | i |
| O=C(c1ccc(NS(=O)(=O)c2cccc(C(F)(F)F)c2)cc1)N1CCCC1 | -5 | -7 | -4 | -16 | 5 | 13 | 7 | -9 | 0 | i |
| COc1ccc(C(=O)N2CCCC2)cc1 | -1 | 0 | 0 | -12 | 2 | 41 | -10 | -34 | -5 | i |
| CCC1Oc2ccc(C)cc2N(CC(=O)N(Cc2ccc(C)o2)C2CC(C)(C)NC(C)(C)C2)C1=O (stereo unspecified) | 3 | 6 | -1 | 23 | 0 | 29 | 24 | -5 | 5 | i |
| CS(=O)(=O)NCc1nnc(SCc2ccc(C(F)(F)F)cc2)o1 | 2 | -1 | -2 | -42 | -1 | 15 | 30 | 8 | -5 | i |
| CC(C)Cn1c(-c2ccc(Br)o2)n[nH]c1=S | 2 | -3 | 3 | 7 | -4 | 32 | 18 | 13 | 2 | i |
| O=C(O)C1Cc2ccccc2CN1C(=O)COc1ccc(Cl)cc1Cl (stereo unspecified) | -2 | -2 | -5 | -1 | 3 | 23 | 16 | -5 | -2 | i |
| CNC(=O)c1c(NC(=O)CCS(=O)(=O)c2ccc(F)cc2)sc(C)c1C | . | . | . | . | 2 | 14 | -17 | -8 | -5 | i |
| O=C(O)CCn1nnc(-c2cccs2)n1 | 4 | 3 | -3 | -13 | 1 | 18 | 35 | 10 | 4 | i |
| COc1ccc(CCNC(=O)Cn2nc(C)n3nc(-c4ccccc4)cc3c2=O)cc1OC | -5 | 3 | . | -53 | 2 | 3 | 19 | 25 | 7 | i |
| O=[N+]([O-])c1cccc(-c2ccc(C(=S)N3CCN(c4ccccc4)CC3)o2)c1 | -2 | 0 | 1 | -7 | 3 | -5 | 3 | 6 | 3 | i |
| CSc1ccccc1NC(=O)C1CCCN(S(C)(=O)=O)C1 (stereo unspecified) | -1 | 2 | -1 | -24 | 0 | 13 | -5 | -1 | 1 | i |
| COc1ccccc1CNC(=O)c1oc2ccccc2c1C | 12 | 2 | 0 | -30 | -4 | 14 | -8 | 16 | 4 | i |
| O=C(NCC(=O)N1CCCCC1)c1ccc2ccccc2c1 | 3 | -1 | 0 | -44 | 1 | 17 | -9 | -41 | 4 | i |
| COCCCN1C(=O)C(=O)/C(=C(/O)c2ccccc2)C1c1ccc(N(C)C)cc1 (stereo unspecified) | -2 | 0 | -3 | -2 | 1 | 3 | 1 | -19 | 0 | i |
| Brc1ccc(OCc2nnc(SCC3CCCCC3)o2)cc1 | -5 | 0 | -3 | 10 | 2 | 14 | 9 | -26 | 3 | i |
| COc1ccc(CC(=O)Nc2ccc(C(=O)NCC(C)C)cc2)cc1 | -2 | 1 | -3 | -31 | -4 | 7 | 3 | -7 | -1 | i |
| Clc1nn2cnnc2c2ccccc12 | -1 | 4 | 2 | 2 | 0 | 10 | -8 | -33 | -5 | i |
| O=C(O)c1ccc(Cl)c(NCc2cccnc2)c1 | -2 | 6 | -1 | 6 | -3 | -6 | 15 | 11 | 5 | i |
| Cc1ccc(NC2CCCN(C(=O)c3ccc4[nH]ccc4c3)C2)cc1C (stereo unspecified) | 4 | 1 | 3 | -19 | 0 | 29 | 1 | -4 | -1 | i |
| Cc1nc2ccc(NC(=O)c3cccc(S(=O)(=O)N(C)c4ccccc4)c3)cc2s1 | 2 | 1 | -1 | -15 | 2 | 19 | 12 | 7 | -9 | i |
| CC(C)(C)c1ccc(OCCC(=O)OCC(=O)Nc2ccc(N3CCOCC3)cc2)cc1 | . | . | -2 | . | -3 | 26 | 2 | 1 | 0 | i |
| CCn1c(SCC(=O)Nc2ccc(-c3nc4ccc(C)cc4s3)cc2)nnc1-c1ccccc1 | 8 | 0 | -1 | -130 | -4 | -3 | 36 | -175 | 16 | i |
| Cc1ccc(CNC(=O)C2CCCN2S(=O)(=O)c2ccc3c(c2)C(C)(C)C(=O)N3C)cc1 (stereo unspecified) | 1 | -1 | 0 | -7 | 2 | 3 | 0 | 13 | 3 | i |
| O=C(C1CCCN(S(=O)(=O)Cc2ccccc2)C1)N1CCc2ccccc21 (stereo unspecified) | 1 | 1 | -6 | -27 | 1 | 41 | -69 | 20 | -58* | i |
| COc1ccc(NC(=O)CCNC(=O)N2CC(=O)Nc3ccccc32)c(OC)c1 | 1 | 2 | -1 | -21 | 1 | 12 | 0 | 1 | -1 | i |
| COc1ccc(CNC(=O)C2CCC(CNc3nc(=S)[nH]c4ccccc34)CC2)cc1 (stereo unspecified) | 4 | 2 | . | -4 | . | . | 21 | 21 | 1 | i |
| C/C(=N/NC(=O)c1ccc(Br)o1)c1cccc(NC(=O)c2ccc(F)cc2)c1 | -4 | -2 | 0 | -46 | 2 | 15 | 17 | -55 | 21 | i |
| CCN(CC)C(=O)CSc1nnc(-c2ccncc2)n1N | 3 | 0 | -1 | -15 | -4 | 9 | 9 | -3 | -6 | i |
| CNC(=S)Nc1ccc([N+](=O)[O-])c(C)c1 | 7 | 2 | 1 | -44 | 1 | 14 | -14 | -1 | 0 | i |
| C=CCOc1c(Br)cc(CNn2nnnc2N)cc1OCC | -7 | -4 | -2 | -5 | 2 | -4 | 3 | -9 | 3 | i |
| COc1ccc(COC(=O)c2cccc(S(=O)(=O)N3CCN(C(C)=O)CC3)c2)cc1F | . | . | -1 | . | 2 | -1 | 4 | 13 | 1 | i |
| O=C(Nc1cccc(S(=O)(=O)N2CCOCC2)c1)c1ccco1 | 6 | 0 | 1 | -30 | 0 | 5 | 3 | 3 | 1 | i |
| Cc1ccc(CNS(=O)(=O)c2cc3c4c(c2)CCN4C(=O)CC3)cc1 | . | . | 0 | . | 3 | 23 | 4 | 9 | 0 | i |
| CC1(C(=O)O)CCC(C(=O)Nc2cccc(F)c2)C1(C)C (stereo unspecified) | 1 | -3 | -1 | 0 | 3 | 11 | 3 | -4 | 0 | i |
| CC1CCCN(S(=O)(=O)c2cc(Cl)ccc2Cl)C1 (stereo unspecified) | 7 | 3 | -2 | -14 | 3 | 4 | 2 | 40 | -2 | i |
| O=S(=O)(Nc1ccc2c(c1)OCCO2)c1ccc(F)c(F)c1 | -1 | 0 | -2 | -33 | 2 | 14 | 18 | 9 | -2 | i |
| Cc1c(CCOC(=O)CC23CC4CC(CC(C)(C4)C2)C3)sc[n+]1Cc1ccc([N+](=O)[O-])cc1 | -6 | 13 | 14 | -11 | 0 | 20 | 13 | -3 | 2 | i |
| CCN(CC)C(=O)Cn1cc(C(=O)C(=O)NCCCN2CCCCC2)c2ccccc21 | -5 | 3 | 5 | -11 | 2 | 5 | 4 | -1 | 4 | i |
| CCN1CCN(C(=O)/C=C/c2cccc(Cl)c2)CC1 | -4 | -2 | 0 | -17 | 2 | 25 | -3 | -38 | -1 | i |
| CN(C(=O)CN1C(=O)c2cc(Cl)c(Cl)cc2C1=O)C1CCS(=O)(=O)C1 (stereo unspecified) | . | . | -5 | . | -4 | 10 | 5 | -1 | 3 | i |
| Cc1ccc(SCCSc2nc(C)cc(=O)[nH]2)cc1 | 2 | 5 | 4 | -156 | 1 | 19 | 37 | -133 | 16 | i |
| O=C(NCCCNCCCNC(=O)c1ccccn1)c1ccccn1 | -1 | 2 | -2 | -8 | -2 | 4 | -7 | 15 | -6 | i |
| COc1ccc(CCCC(=O)NCc2ccccc2)cc1C | 4 | -5 | -2 | 18 | 0 | 10 | 5 | 17 | 0 | i |
| CCOC(=O)c1sc(-c2ccccc2)nc1C | 3 | 1 | -1 | -23 | -2 | 8 | 10 | -60 | 6 | i |
| CC(C)(C)c1ccc(OCc2ccc(C(=O)N/N=C3\CC4CC=CC34)cc2)cc1 (stereo unspecified) | 0 | 7 | -2 | -72 | 0 | 9 | -17 | -17 | -13 | i |
| Cc1ccc2c(c1)N(CC(=O)NC1CCC(C)CC1)C(=O)CO2 (stereo unspecified) | 1 | -3 | -1 | 1 | 0 | 14 | 4 | -22 | 6 | i |
| CSc1nc(C)c(C(=O)C[n+]2ccc(C)cc2)cc1C#N | 0 | -1 | 0 | -20 | 0 | -2 | -6 | 2 | -9 | i |
| CC(NC(=O)/C(=C/c1ccc2c(c1)OCO2)NC(=O)c1cccc([N+](=O)[O-])c1)C(=O)O (stereo unspecified) | -9 | 0 | 1 | 1 | -13 | 21 | -4 | -9 | -1 | i |
| CC(=O)Nc1ccccc1C(=O)C(=O)Nc1cccc(Br)c1 | 5 | 3 | 0 | -40 | 1 | -18 | -8 | -79 | -5 | i |
| Cc1cc(C)nc(NCCO)n1 | -4 | -4 | -4 | -2 | 1 | 6 | 4 | -14 | -8 | i |
| COc1ccc(C(=O)Nc2ccc(C3=NNC(=O)CC3C)cc2NC(=O)c2ccc(OC)cc2)cc1 (stereo unspecified) | 7 | 2 | -1 | 11 | 2 | 10 | -35 | 19 | -23 | i |
| CCCCC1=CC2=CC(=O)C(C)(OC(=O)CC)C(=O)C2=CN1CC(C)C (stereo unspecified) | . | . | 0 | . | 1 | 40 | -1 | -6 | 4 | i |
| Cc1nc(SCC(=O)Nc2ccc(F)cc2)c(C#N)c(C)c1CC(=O)c1ccc(Br)cc1 | 3 | 1 | -1 | -43 | -1 | 20 | 11 | 26 | -7 | i |
| O=C(COC(=O)c1ccc(Cl)nc1)Nc1ccc2c(c1)OCO2 | -5 | 0 | 1 | -11 | 4 | 4 | -8 | -10 | 0 | i |
| C/C(=N\NC(=O)C1COc2ccccc2O1)c1ccccn1 (stereo unspecified) | 2 | 0 | -1 | -15 | -1 | 11 | -3 | 98* | -5 | i |
| COC(=O)Nc1c(-c2ccccc2)nc2ccccn12 | -4 | -2 | -3 | -4 | -7 | 13 | -22 | 19 | 1 | i |
